ROMK mod: human ROMK K+ channel modulation, primary screen | P48048 | Tet-inducible ROMK, thallium flux fluorescence; actives lie on both sides | B-score at 10 µM | actives 2% (n = 130,000) | AID 1918;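 active = signal ratio slope over the read window, or its plate-corrected B-score, at least 3 SD from the plate mean, either direction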;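 also: B-score of the F/F0 ratio slope over 7 to 12 s after thallium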
Diaph inh CS: diaphorase inhibition or chemical oxidation counter-screen; inhibition, % at 20 µM; actives 0.69% (n = 190,000); diaphorase resazurin-to-resorufin fluorescence, NADH, 16 min; bacterial (C. kluyveri) enzyme, not human;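 active = primary screen inhibition at 20 µM above a set limit, cut at about 50% in these data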;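 also: plate controls were DMSO with full reaction for no effect and wells lacking NADH for full effect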
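System: Diaphorase enzyme from Clostridium kluyveri | Amount: Enzyme working solution with 0.14 U/mL diaphorase | Benchmarks: No-NADH positive control and DMSO neutral control | Signal: Fluorescence of resorufin formed from resazurin, Ex 544/Em 590 nm | Schedule: 16-min room-temperature incubation before reading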
SRC2 TRFRET art: flags TR-FRET format artefacts in PPARgamma SRC-2 recruitment agonist screen; TR-FRET artefact counter-screen; active compounds read high; TR-FRET ratio at 8 µM; actives 0.4% (n = 200,000); AID 1049; in the data active = TR-FRET ratio above about 2000; also: inactives centre near 1500
PMI act satM6P: increases human PMI activity with near-saturating mannose 6-phosphate; P34949; coupled PMI enzyme assay, resazurin fluorescence, 20 min; active compounds read high; 1 = untreated enzyme, 0 = substrate-free blank; activation factor at 20 µM; actives 0.34% (n = 190,000); AID 1216;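 active = activation factor of 2 or more at 20 µM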
Target sequence (P34949 whole entry, looked up): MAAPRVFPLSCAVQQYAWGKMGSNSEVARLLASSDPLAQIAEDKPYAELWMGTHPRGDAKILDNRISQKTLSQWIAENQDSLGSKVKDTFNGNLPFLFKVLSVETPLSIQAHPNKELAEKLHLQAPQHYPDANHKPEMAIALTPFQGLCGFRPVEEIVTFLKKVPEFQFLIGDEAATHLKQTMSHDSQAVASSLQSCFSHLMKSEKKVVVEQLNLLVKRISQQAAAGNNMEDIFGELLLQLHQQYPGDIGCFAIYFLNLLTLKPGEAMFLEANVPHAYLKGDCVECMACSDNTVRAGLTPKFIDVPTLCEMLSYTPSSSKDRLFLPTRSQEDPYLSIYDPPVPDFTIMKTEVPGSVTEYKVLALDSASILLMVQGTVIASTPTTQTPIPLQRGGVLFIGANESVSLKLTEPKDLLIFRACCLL
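Material: human phosphomannose isomerase with PGI, G6PDH, diaphorase coupling enzymes. Quantity: 15 ng/mL PMI. Medium: HEPES pH 7.4 buffer with MgCl2 and Tween-20. Reagent: Near-saturating mannose-6-phosphate, 1.0 mM. Compound: 20 µM single dose. Times: enzyme reaction with compound 20 min at room temperature. Detection: resorufin fluorescence at Ex 544/Em 590 nm.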
S1P3 antag: blocks the human S1P3 receptor | AID 485 | CHO S1P3 NFAT-BLA reporter, FRET fluorescence, antagonist mode | actives 0.27% (n = 170,000) | inhibition, % at 4.98 µM | Q99500;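 active = inhibition above the plate cutoff, the mean inhibition of test wells on that plate plus 3 SD, cut at about 28% in these data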;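 also: cells challenged with S1P at its EC80 of 0.8 µM; blue over green emission ratio from cleaved BLA substrate after 4 h stimulation; 0% = S1P-stimulated wells and 100% = unstimulated DMSO-only wells; some compounds past the cut are filed as inactive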
PMI activator: increases human mannose-6-phosphate isomerase activity; actives 0.005% (n = 190,000); P34949; activation factor at 20 µM; purified human PMI, coupled resazurin fluorescence, 20 min; active compounds read high; 1 = vehicle control, 0 substrate-free wells;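 active = activation factor of 2 or more at 20 µM, relative to plate controls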
Diaph act CS: diaphorase activation or chemical reduction counter-screen. Diaphorase/resazurin coupled assay, resorufin fluorescence, 16 min; active compounds read high; 1 = vehicle wells, 0 = NADH-free wells. activation factor at 20 µM. actives 0.005% (n = 190,000);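 active = diaphorase activity raised at least twofold by the compound at 20 µM; inactive = activation factor below 2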
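test system = bacterial diaphorase enzyme (C. kluyveri) | quantity = enzyme 0.07 U/mL final | reagent = NADH substrate 0.114 mM plus resazurin dye 0.1 mM, final | incubation = 16 min enzyme reaction, ambient temperature | buffer or medium = HEPES pH 7.4 buffer with MgCl2 and Tween 20 | signal = fluorescence of resorufin, 544 nm excitation, 590 nm emission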
PPARg SRC-1 ag: agonists of human PPARgamma SRC-1 coactivator recruitment. P37231. PPARgamma-SRC-1 coactivator recruitment biochemical assay. activation, % at 8 µM. actives 0.41% (n = 200,000). AID 631; in the data active = activation above about 19%;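 also: 0% = DMSO and 100% = reference agonist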
Target sequence (P37231 whole entry, looked up): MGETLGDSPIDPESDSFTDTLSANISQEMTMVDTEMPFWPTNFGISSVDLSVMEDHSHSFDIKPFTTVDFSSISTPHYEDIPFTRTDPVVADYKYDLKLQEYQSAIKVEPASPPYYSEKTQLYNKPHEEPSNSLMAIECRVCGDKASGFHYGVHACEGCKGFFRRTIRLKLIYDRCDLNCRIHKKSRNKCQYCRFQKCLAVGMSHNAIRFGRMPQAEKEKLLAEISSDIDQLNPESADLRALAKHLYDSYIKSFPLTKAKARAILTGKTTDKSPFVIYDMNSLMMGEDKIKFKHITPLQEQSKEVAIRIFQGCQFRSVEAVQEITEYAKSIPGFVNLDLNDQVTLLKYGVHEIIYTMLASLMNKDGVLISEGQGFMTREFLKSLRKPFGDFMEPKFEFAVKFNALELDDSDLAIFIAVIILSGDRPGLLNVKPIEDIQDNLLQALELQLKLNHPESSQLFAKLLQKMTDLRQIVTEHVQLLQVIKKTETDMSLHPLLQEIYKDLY
PPARg SRC-3 ag: agonists of human PPARgamma SRC-3 coactivator recruitment | P37231 | biochemical PPARgamma/SRC-3 coactivator recruitment assay | activation, % at 8 µM | actives 0.26% (n = 200,000) | AID 731; in the data active = activation above about 23%;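 also: 0% = DMSO and 100% = reference agonist; some compounds past the cut are filed as inactive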
G6PDH CS: counter-screen for G6PDH assay hits: L. mesenteroides G6PDH inhibition; inhibition, % at 5 µM; actives 0.12% (n = 200,000); Purified L. mesenteroides G6PDH, diaphorase/resazurin coupled fluorescence, 45 min; AID 1020; in the data active = inhibition above about 50%
PPARg SRC2 recr: promotes SRC-2 coactivator recruitment by human PPARgamma; P37231; PPARgamma LBD-SRC-2 recruitment, biochemical; activation, % at 8 µM; actives 0.34% (n = 200,000); AID 1032; in the data active = activation above about 22%;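 also: 0% = vehicle and 100% = reference agonist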
Numbers without * were called inactive; nt = not tested or not shown. Not a hit list. Share with any hit: about 3.3%.

Start of the data: the first seven entries, ahead of the listing:
SMILES | ROMK mod | Diaph inh CS | SRC2 TRFRET art | PMI act satM6P | S1P3 antag | PMI activator | Diaph act CS | PPARg SRC-1 ag | PPARg SRC-3 ag | G6PDH CS | PPARg SRC2 recr
Cc1cc(NCCCN2CCOCC2)n2ncc(-c3ccccc3)c2n1 | -0.18 | 10 | 1447 | 0.9 | -10 | 0.9 | 0.9 | -2 | -6 | 7 | -4
CC(C)(C)C(=O)COC(=O)c1ccc(N)c([N+](=O)[O-])c1 | 0.068 | 14 | 1682 | 1 | -9 | 0.9 | 0.9 | 10 | 3 | -1 | 5
CC(C)N1CCC(N2CCN(Cc3cnc(-c4ccccc4)s3)CC2CCO)CC1 (centres undefined) | -0.057 | 8 | 1600 | 0.9 | 13 | 0.9 | 0.9 | 9 | 2 | 4 | 5
CC(C)OC(=O)CSc1nc(N)c(C#N)cc1C#N | -0.0023 | -1 | 1683 | 1.1 | -5 | 1 | 1 | 13 | 7 | 6 | 10
O=C(NCc1ccncc1)C12CC3CC(CC(C3)C1)C2 | nt | 6 | 1707 | 1 | -30 | 1 | 0.9 | 8 | -6 | 12 | -2
CC(=O)c1cn(CC(=O)Nc2ccc(C)cc2C)c2ccccc12 | nt | 12 | 1470 | 1 | nt | 1 | 0.9 | -2 | 5 | 11 | 4
C=CCOC(=O)C1=C(C)NC(=O)NC1C1CC=CCC1 (centres undefined) | nt | 15 | 1402 | 1 | -2 | 1.1 | 0.9 | -1 | 3 | 8 | 3

Results, from the first entry:
SMILES | ROMK mod | Diaph inh CS | SRC2 TRFRET art | PMI act satM6P | S1P3 antag | PMI activator | Diaph act CS | PPARg SRC-1 ag | PPARg SRC-3 ag | G6PDH CS | PPARg SRC2 recr
Cc1cc(NCCCN2CCOCC2)n2ncc(-c3ccccc3)c2n1 | -0.18 | 10 | 1447 | 0.9 | -10 | 0.9 | 0.9 | -2 | -6 | 7 | -4
CC(C)(C)C(=O)COC(=O)c1ccc(N)c([N+](=O)[O-])c1 | 0.068 | 14 | 1682 | 1 | -9 | 0.9 | 0.9 | 10 | 3 | -1 | 5
CC(C)N1CCC(N2CCN(Cc3cnc(-c4ccccc4)s3)CC2CCO)CC1 (centres undefined) | -0.057 | 8 | 1600 | 0.9 | 13 | 0.9 | 0.9 | 9 | 2 | 4 | 5
CC(C)OC(=O)CSc1nc(N)c(C#N)cc1C#N | -0.0023 | -1 | 1683 | 1.1 | -5 | 1 | 1 | 13 | 7 | 6 | 10
O=C(NCc1ccncc1)C12CC3CC(CC(C3)C1)C2 | nt | 6 | 1707 | 1 | -30 | 1 | 0.9 | 8 | -6 | 12 | -2
CC(=O)c1cn(CC(=O)Nc2ccc(C)cc2C)c2ccccc12 | nt | 12 | 1470 | 1 | nt | 1 | 0.9 | -2 | 5 | 11 | 4
C=CCOC(=O)C1=C(C)NC(=O)NC1C1CC=CCC1 (centres undefined) | nt | 15 | 1402 | 1 | -2 | 1.1 | 0.9 | -1 | 3 | 8 | 3
Cc1cc(C)n(C(=O)CCNC(=O)c2ccccc2Cl)n1 | nt | 10 | 1492 | 1.1 | nt | 1.1 | 0.9 | 3 | -12 | 0 | -5
CN(C(=O)c1ccc(OC2CCN(C(=O)c3cccnc3)CC2)cc1)C1CCCCC1 | nt | 2 | 1591 | 1.1 | -14 | 1.1 | 1 | -4 | -1 | -4 | -1
Cc1cccc(-c2noc(CN(C(=O)c3ccc(Br)o3)C(C)C)n2)c1 | -0.75 | 24 | 1625 | 0.8 | 8 | 0.8 | 0.8 | 8 | 7 | 5 | 5
C/C(=N\NC(=O)COc1c(C)cccc1C)c1cccs1 | -0.089 | -7 | 1654 | 0.9 | 0 | 1 | 1.1 | 7 | -1 | 7 | 2
COc1ccc(-c2csc(N3CCN(C(=O)c4ccco4)CC3)n2)cc1 | nt | 27 | 1648 | 0.8 | -3 | 0.9 | 0.7 | 8 | 2 | 1 | 16
CCOC(=O)c1sc2nc(C)nc(SCC(=O)N(C)C3CCS(=O)(=O)C3)c2c1C (centres undefined) | 1.6 | 12 | 1502 | 1 | 2 | 0.9 | 0.9 | 6 | -2 | 2 | -2
O=C(COc1ccc(Cl)cc1Cl)NC(=O)N1CCCCC1 | nt | 3 | 1282 | 0.9 | -34 | 0.9 | 1 | 2 | -2 | -4 | -4
O=C(CSc1ccccn1)NCc1ccc2c(c1)OCO2 | 0.033 | 22 | 1580 | 0.9 | -18 | 0.9 | 0.8 | 9 | 4 | 12 | 2
Cc1ccc(NC(=O)CCC(=O)NNC(=O)c2cccc([N+](=O)[O-])c2)cc1C | nt | 8 | 1507 | 0.9 | nt | 0.9 | 0.9 | 2 | 2 | -19 | 5
O=C(c1cnn2c1NC(c1ccc(Br)cc1)CC2C(F)(F)F)N1CCN2CCCC2C1 (centres undefined) | nt | 11 | 1282 | 1 | -32 | 1.1 | 0.9 | -1 | -1 | 4 | -2
CCn1c(SCc2ccc(C(=O)Nc3nccs3)cc2)nnc1-c1ccc(N)cc1 | -1.4 | 10 | 1609 | 0.9 | nt | 0.9 | 0.9 | 1 | 1 | -8 | 3
CCCCC(=O)Nc1cc(C)c(NC(=O)c2cccs2)cn1 | -0.29 | nt | 1325 | nt | 5 | nt | nt | -1 | -2 | 7 | 1
CCOC(=O)N1CCN(C(=O)c2cccc(NC(=O)c3ccco3)c2)CC1 | 0.19 | 14 | 1569 | 0.9 | 10 | 0.9 | 0.9 | 2 | -4 | -1 | 2
Cc1ccc(NC(=O)CN(C)C(=O)CSc2nc(C)cs2)cc1 | -0.68 | 5 | 1443 | 0.9 | 0 | 1 | 0.9 | -1 | 1 | 4 | 6
CCOC(=O)c1c(C)[nH]c(C)c1C(=O)CSc1nc2ccccc2c(=O)n1-c1ccccc1C | -0.8 | 26 | 1632 | 1 | -1 | 0.9 | 0.7 | 3 | 7 | -3 | 11
O=C(Nc1nn(Cc2ccccc2F)cc1Br)c1cccs1 | nt | 8 | 1551 | 1 | -12 | 1 | 0.9 | -4 | -1 | 3 | 7
CCN(C(=O)COC(=O)/C=C/c1cnc2ccccc2n1)C1CCS(=O)(=O)C1 (centres undefined) | 0.039 | -11 | 1511 | 1.1 | -13 | 1.1 | 1.1 | 6 | 2 | 4 | 7
CN(C)S(=O)(=O)c1ccc(NC(=O)COC(=O)C2COc3ccccc3O2)cc1 (centres undefined) | -0.43 | 1 | 1439 | 1 | -15 | 1 | 1 | 0 | -1 | 2 | -4
Cn1c(=O)n(Cc2ccc(F)cc2)c(=O)c2c1nc1n2CCCN1Cc1ccccc1 | nt | 10 | 1630 | 0.9 | -37 | 0.9 | 0.9 | -2 | 4 | 7 | -3
COc1ccc(NC(=O)c2cc(-c3cc(C)ccc3O)n[nH]2)cc1Cl | nt | -8 | 1640 | 1.1 | -28 | 1 | 1.1 | 2 | -1 | 0 | 8
COc1cc(C(=S)N2CCOCC2)ccc1O | -0.32 | 12 | 1696 | 0.9 | 1 | 0.9 | 0.9 | -2 | 7 | 7 | 6
CC(=O)NC1C(OCc2ccccc2)OC(CO)C(OC(C)=O)C1OC(C)=O (centres undefined) | nt | 16 | 1297 | 0.5 | -8 | 0.8 | 0.8 | -4 | -3 | -12 | -2
O=C(CCN1C(=O)C2CC=C(Cl)CC2C1=O)NCc1ccccc1 (centres undefined) | nt | 7 | 1545 | 1 | nt | 1 | 0.9 | 3 | -13 | -1 | 5
Cc1c(C(=O)O)oc2c(F)cccc12 | 0.0054 | 0 | 1588 | 1.1 | -20 | 1.1 | 1 | -4 | 5 | 1 | 8
CCCS(=O)(=O)N1CCN(Cc2ccc(OCc3ccccc3)c(OC)c2)CC1 | nt | nt | 1523 | nt | -32 | nt | nt | 5 | 1 | nt | -9
CCCc1n[nH]c2c1/C(=N\O)CCC2 | 0.21 | 6 | 1613 | 0.9 | nt | 0.9 | 0.9 | -1 | -3 | 0 | 4
O=C(Nc1ccccc1)N1CCCN(Cc2ccccc2F)C1 | -0.82 | 7 | 1580 | 0.9 | 18 | 1 | 0.9 | -6 | 8 | 7 | 0
COc1ccccc1/C=N/NC(=O)CCSc1ccccc1 | -2.3 | 0 | 1579 | 0.9 | -12 | 0.8 | 1 | -2 | 4 | -4 | 4
COc1ccc(C(=O)NCC(=O)OCC(=O)N2CCC(C)CC2)cc1OC | 0.86 | 5 | 1626 | 1 | -3 | 1 | 0.9 | 4 | -5 | 11 | -6
Cc1ccc(CNC(=O)COC(=O)c2cncc(Br)c2)cc1 | -0.12 | 8 | 1521 | 1.1 | -4 | 1.1 | 0.9 | 9 | 1 | 0 | 6
COc1ccc(C(=O)C2CN(c3ccccc3)CC2c2ccc(Cl)cc2)cc1 (centres undefined) | nt | 7 | 1617 | 0.9 | nt | 1 | 0.9 | 3 | 13 | 5 | 14
CCOC(=O)C(NC(=O)c1ccc(OC)cc1)(OCC1(CC)COC1)C(F)(F)F (centres undefined) | nt | 1 | 1482 | 1.1 | -6 | 1.1 | 1 | 7 | 6 | 9 | 5
COc1ccccc1N(CC(=O)NC1CCCC1)C(=O)CCC(=O)Nc1cc(C)on1 | nt | 13 | 1394 | 0.9 | -20 | 0.8 | 0.9 | -6 | -5 | -13 | 1
Cc1ccc(CC(=O)Nc2nc3ccccc3s2)cc1 | nt | 16 | 1621 | 0.8 | nt | 0.8 | 0.8 | 6 | -3 | 11 | 0
CC1=C(C(=O)Nc2cccc(F)c2)C(c2ccsc2)C2=C(CC(C)(C)CC2=O)N1 (centres undefined) | nt | 20 | 1582 | 0.8 | 3 | 0.8 | 0.8 | -1 | -5 | -6 | -3
COc1ccccc1-n1nnnc1S(=O)(=O)Cc1ccc(Cl)cc1 | nt | 15 | nt | 0.9 | 9 | 0.9 | 0.8 | nt | nt | -1 | nt
Cc1ccc(C)c(S(=O)(=O)NC(CC(C)C)C(=O)O)c1 (centres undefined) | nt | -6 | 1365 | 1 | nt | 1.1 | 1.1 | 2 | -1 | 2 | -11
COC(=O)[C@@H](NC(=O)Nc1ccccc1F)C(C)C | -0.032 | 18 | 1445 | 0.9 | 5 | 0.9 | 0.8 | 9 | -7 | 8 | 5

Compound activity from PubChem BioAssay.
